Bioassay records: PubChem BioAssay, several laboratories
TRPM1 prom inh: reduces MITF-dependent TRPM1 promoter luciferase signal; SK-MEL-5 TRPM1 promoter luciferase, 24 h; inhibition, % at 12.5 µM; actives 0.83% (n = 330,000); AID 488899;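 active = mean inhibition across replicates of 60% or more, whatever share of single replicates reaches that level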; note: values of inactives mirror those of a sister screen read the other way
HTR2A ag: activates the mouse 5-HT2A serotonin receptor; P35363; CHO-K1 mHTR2A beta-arrestin complementation, luminescence; percent of 30 µM serotonin response; activation, % at 7.6 µM; actives 0.66% (n = 360,000); AID 624169;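 active = activation above a run cutoff, the mean activation of all tested compounds plus 3 SD, cut at about 14% in these data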;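 note: 0% = plate median of compound wells and 100% = 30 µM serotonin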
H9c2 protect: myocardial damage modulation in H9c2 cells; H9c2 cardiomyocytes, H2O2 injury protection, ATPLite, 2 h; protection from H2O2 cell death, % at 20 µM; actives 0.63% (n = 360,000); AID 588492;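 active = compounds giving at least 50% protection of heart cells from peroxide-induced death in the single-dose screen, raw or plate-pattern-corrected value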;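 note: 0% = DMSO wells with peroxide and 100% = DMSO wells without peroxide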
NR2E3 ag-1: agonists of human NR2E3 nuclear receptor. Q9Y5X4. CHO-S Gal4-NCOR/VP16-NR2E3 two-hybrid, luciferase. inhibition of corepressor binding, % at 3.98 µM. actives 0.35% (n = 360,000). AID 602229;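 active = inhibition above the mean of all tested compounds plus 3 SD, cut at about 70% in these data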;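 note: 0% = DMSO with NR2E3 transfected cells and 100% = cells lacking NR2E3 construct; higher means lower luciferase signal from less NR2E3 corepressor binding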
Target sequence (Q9Y5X4 whole entry, looked up, the tested form may be a part): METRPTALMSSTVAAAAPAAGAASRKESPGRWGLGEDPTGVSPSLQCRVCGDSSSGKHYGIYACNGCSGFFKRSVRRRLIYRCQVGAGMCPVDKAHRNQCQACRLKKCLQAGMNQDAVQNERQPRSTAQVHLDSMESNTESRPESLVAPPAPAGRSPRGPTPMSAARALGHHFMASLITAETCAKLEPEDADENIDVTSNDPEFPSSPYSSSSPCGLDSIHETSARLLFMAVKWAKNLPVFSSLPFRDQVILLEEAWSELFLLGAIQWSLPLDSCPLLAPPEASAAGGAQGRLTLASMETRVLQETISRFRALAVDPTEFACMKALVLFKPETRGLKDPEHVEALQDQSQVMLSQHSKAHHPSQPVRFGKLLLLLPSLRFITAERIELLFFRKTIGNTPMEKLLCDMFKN
Peg3 prom inh: inhibitors of Peg3 promoter. inhibition, % at 20 µM. actives 1.7% (n = 360,000). AID 588405. HeLa PEG-Prom luciferase reporter, luminescence, overnight;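 active = inhibition of at least 50% at 20 µM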
CaV13 ICDI inh: Disruptors of the CACNA1D IQ motif to Ca2+-dependent inactivation inhibitor domain association, primary screening, Förster resonance energy transfer in intact living … | actives 0.098% (n = 340,000) | HEK cells, CFP/YFP FRET ICDI-IQ, plate reader, 10 min; percent FRET-ratio fall versus neutral wells | AID 743397 | inhibition, % at 12.3 µM;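 active = mean replicate inhibition of at least 30% and at least 1% of replicates passing that level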;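 note: 0% = median of the neutral control wells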
NR2E3 ag-2: agonists of human nuclear receptor NR2E3 | GST-NR2E3/biotin-RetCOR TR-FRET, 1536-well | Q9Y5X4 | AID 2300 | actives 0.12% (n = 320,000) | inhibition of corepressor binding, % at 4.78 µM;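 active = percent inhibition above the cutoff of mean plus 3 SD of all tested compounds, set per screening campaign, cut at about 20% in these data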;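 note: 0% = DMSO wells and 100% = biotin wells as full block of FRET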
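Format: 1536-well format; test system: GST-NR2E3 and biotin-RetCOR proteins; read-out basis: percent inhibition of TR-FRET ratio; timing: 5 h incubation at 4 °C; detection: time-resolved FRET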
HIF-2a block: blocks HIF-2a reporter activity | 786-0 RCC cells HIF-2a reporter, luciferase luminescence, overnight | inhibition, % at 18.8 µM | actives 0.72% (n = 360,000) | AID 624352;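 active = inhibition of the luminescence signal of 40% or more relative to plate controls, in a single-dose primary screen at 18.75 µM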
Shn3 3UTR inh: inhibitors of Schnurri-3 3'UTR reporter in osteoblasts; Clone20 osteoblast Shn3 3'UTR firefly luciferase, 24 h; inhibition, % at 12.5 µM; actives 0.52% (n = 360,000); AID 588674;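 active = mean inhibition of at least 75% with every replicate also reaching 75%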;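 note: 0% = median of neutral control wells and 100% = pilot-screen positive control compound; some compounds past the cut are filed as inactive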
PDI turbidity: blocks human protein disulfide isomerase activity | P07237 | PDI insulin aggregation turbidity, A650, 90 min | inhibition, % at 10 µM | actives 0.052% (n = 350,000) | AID 588391;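 active = mean inhibition across replicates of 30% or more, whatever share of single replicates reach that level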;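 note: absorbance from insulin aggregation driven by PDI reduction with DTT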
Target sequence (P07237 whole entry, looked up): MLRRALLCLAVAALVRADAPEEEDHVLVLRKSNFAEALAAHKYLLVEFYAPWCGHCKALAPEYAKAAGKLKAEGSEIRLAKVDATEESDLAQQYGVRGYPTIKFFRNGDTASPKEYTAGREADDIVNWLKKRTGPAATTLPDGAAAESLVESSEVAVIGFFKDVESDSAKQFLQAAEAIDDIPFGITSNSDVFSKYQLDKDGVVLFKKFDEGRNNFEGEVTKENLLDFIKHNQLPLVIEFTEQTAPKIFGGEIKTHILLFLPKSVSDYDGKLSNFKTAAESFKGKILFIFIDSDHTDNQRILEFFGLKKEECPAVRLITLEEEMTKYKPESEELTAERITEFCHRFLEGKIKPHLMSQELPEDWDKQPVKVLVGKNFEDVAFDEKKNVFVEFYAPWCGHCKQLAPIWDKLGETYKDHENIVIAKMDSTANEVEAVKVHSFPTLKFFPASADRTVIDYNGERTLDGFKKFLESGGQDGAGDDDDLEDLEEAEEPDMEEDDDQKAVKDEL
iPSC survival up: enhancers of human iPSC single-cell survival | actives 0.044% (n = 360,000) | hiPSC single-cell survival, ATPlite luminescence; 100% = ROCK inhibitor wells, 0% = DMSO | survival enhancement, % at 20 µM; in the data active = survival enhancement above about 18%;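 note: cells exposed to compounds for 16 hours before the ATP read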
An asterisk follows results filed as active; · = not tested or not shown. Hits appear at their usual frequency; overall some 3.9% were active at least once.

SMILES | TRPM1 prom inh | HTR2A ag | H9c2 protect | NR2E3 ag-1 | Peg3 prom inh | CaV13 ICDI inh | NR2E3 ag-2 | HIF-2a block | Shn3 3UTR inh | PDI turbidity | iPSC survival up
O=C(Cc1ccccc1)c1ccc2c(c1)OCCO2 | -75.8 | 1.2 | -12.6 | -71.4 | -185.2 | 1.5 | 1.3 | -261.6 | -40.7 | -3.9 | 0.3
CCOC(=O)C1C(=O)NC(SCC(=O)OC)=C(C#N)C1c1ccccc1OCC (stereo not given) | 8.1 | 5.7 | 72.0* | 1.6 | 0.2 | -6.4 | 1.7 | 27.7 | 2.3 | -4.8 | 2.3
Cc1ccc(C(=O)Nc2ccccc2N2CCOCC2)cc1S(=O)(=O)N1CCOCC1 | 11.0 | 1.8 | 11.5 | 15.1 | 14.3 | -1.6 | 2.0 | 10.7 | 3.8 | -6.7 | -0.4
Cc1ccc(C(=O)NNC(=O)C2CCCN(c3ncccn3)C2)cc1 (stereo not given) | 14.0 | -0.8 | 6.3 | -14.6 | -18.9 | · | -0.1 | 0.0 | -10.5 | 13.3 | -0.7
COc1ccc(-c2c(C)cc3oc(=O)cc(-c4ccccc4)c3c2C)cc1OC | 14.1 | -0.8 | -3.5 | -5.7 | 9.2 | -6.4 | · | 5.0 | 19.3 | -0.4 | 0.1
C#CCOCCOCCOCCNc1nc(N2CCN(C(=O)[C@H](Cc3ccc(O)cc3)n3cc([C@@H](N)C(C)CC)nn3)CC2)nc(N2CCN(C(=O)[C@H](Cc3cc4ccccc4[nH]3)n3cc([C@@H](N)C(C)CC)nn3)CC2)n1 (stereo not given in full) | 27.9 | 8.2 | 1.4 | 3.0 | -0.1 | · | -4.7 | 26.8 | -5.9 | 2.1 | -2.0
O=C(NCCc1ccc(Cl)cc1)c1ccc(CNc2c(N3CCOCC3)c(=O)c2=O)cc1 | -7.8 | -9.5 | 6.1 | -16.6 | -8.5 | -5.5 | 2.5 | 10.4 | · | -5.0 | 0.3
CC(C)(O)C#Cc1ccc(CN2CCN(Cc3ccccc3)C(CCO)C2)cc1 (stereo not given) | 6.5 | -0.6 | 9.2 | 15.3 | 0.6 | 3.6 | 1.6 | 9.9 | -3.0 | -6.0 | 1.4
CC(C)(C)OC(=O)COc1ccc(/C=N/NC(=O)CN2CCCCC2)cc1 | -35.2 | -0.6 | 2.1 | -133.3 | -43.7 | -3.2 | · | -125.0 | -39.2 | -4.3 | -0.6
CN(C)c1ccc(CN(C(=O)/C=C/c2ccccc2Cl)C2CCS(=O)(=O)C2)cc1 (stereo not given) | · | 5.4 | 1.0 | -18.7 | 1.7 | -4.5 | 1.4 | -2.1 | -3.7 | 3.1 | -0.3
CC1(C)NC(=O)N(CC(=O)OCC(=O)Nc2sccc2C#N)C1=O | -2.6 | -2.9 | 1.4 | -16.5 | -11.0 | -4.9 | 4.6 | 7.8 | -20.3 | -9.5 | 0.5
O=C1CC(c2ccccc2)=Nc2ccccc2N1Cc1ccccc1 | 0.8 | -3.7 | 3.4 | 2.5 | -12.0 | -5.4 | 0.8 | 3.7 | -8.0 | -3.4 | 0.4
COCC(=O)N(Cc1cc2cc(C)ccc2[nH]c1=O)c1ccc(C)c(C)c1 | -7.6 | 5.0 | -1.7 | -32.6 | -3.2 | -20.1 | -1.6 | -12.4 | -6.8 | -0.1 | -0.2
NS(=O)(=O)c1ccc(CCNC(=O)CN2CCN(Cc3cccc(C(F)(F)F)c3)CC2)cc1 | 12.8 | -8.6 | -5.4 | -0.5 | 11.3 | -5.7 | 4.3 | 13.4 | 24.5 | -12.8 | 1.1
Cn1nnnc1SCC(=O)N1CCc2ccccc21 | -22.1 | -0.2 | -3.8 | -20.4 | -31.3 | 3.8 | 0.4 | -19.0 | -5.5 | 4.3 | -0.5
Cc1cc(C)cc(C(=O)NCC(=O)N2CCN(c3cccc(Cl)c3)CC2)c1 | 18.1 | -6.2 | -2.7 | -33.9 | 5.9 | -2.1 | -2.0 | 1.5 | -3.0 | -4.9 | -0.2
Cc1cc(S(=O)(=O)N2CCN(c3ccccn3)CC2)c(C)cc1Cl | -11.0 | 0.1 | -11.4 | 28.4 | 10.3 | 7.0 | -0.8 | 19.5 | -21.7 | 4.9 | -0.6
NS(=O)(=O)c1ccc(CCNS(=O)(=O)c2ccccc2)cc1 | 0.8 | 8.0 | 8.8 | -0.7 | -1.4 | 10.4 | 1.1 | 5.9 | 5.4 | 13.0 | -0.8
Cc1cnc(NC(=O)Nc2ccc(OCc3ccccc3)cc2)c(Br)c1 | 0.9 | -0.4 | -5.9 | -1.9 | -14.2 | -3.5 | 2.7 | -35.9 | -26.6 | 6.5 | -0.3
COc1ccccc1-n1ccnc1SCC(=O)NC(C)(C)C | -9.2 | -0.6 | -1.2 | -35.1 | 2.5 | 1.4 | -0.3 | 16.6 | -12.8 | -1.7 | 0.1
NC(=O)C1(N2CCCCC2)CCN(S(=O)(=O)c2cc(Cl)ccc2Cl)CC1 | -5.0 | -0.5 | 7.4 | -5.2 | 2.1 | -2.4 | 4.4 | 4.6 | -13.5 | · | -0.5
CCN(CC)CCN(C(=O)c1ccc2c(c1)CCCC2)c1nc2ccc(F)cc2s1 | -20.6 | -2.7 | -8.1 | -38.2 | -81.7 | -5.2 | -2.2 | -105.8 | -12.9 | 9.4 | 0.0
CSc1nc(N(C)C)nc(N(C)C#N)n1 | -7.1 | 2.9 | 2.1 | 4.8 | -2.5 | -6.8 | 2.2 | 7.4 | 8.8 | 2.7 | -0.4
Cc1cc(-c2ccccc2)n(-c2ccc(C(=O)NC(C)C)cc2)n1 | -1.8 | 2.6 | 3.5 | -0.2 | 19.1 | -5.7 | 6.2 | 21.5 | 40.0 | -1.3 | -0.1
Cc1ccc(C(C(=O)NC2CCCC2)N(C(=O)Cc2cccs2)c2cccc(C)c2C)o1 (stereo not given) | 8.9 | -2.7 | 2.6 | 13.5 | 30.7 | -8.4 | 1.9 | -26.1 | 19.1 | 4.4 | -1.9

Brought forward from above: 3 compounds; new compounds follow.
SMILES | TRPM1 prom inh | HTR2A ag | H9c2 protect | NR2E3 ag-1 | Peg3 prom inh | CaV13 ICDI inh | NR2E3 ag-2 | HIF-2a block | Shn3 3UTR inh | PDI turbidity | iPSC survival up
CSc1nc(N(C)C)nc(N(C)C#N)n1 | -7.1 | 2.9 | 2.1 | 4.8 | -2.5 | -6.8 | 2.2 | 7.4 | 8.8 | 2.7 | -0.4
Cc1cc(-c2ccccc2)n(-c2ccc(C(=O)NC(C)C)cc2)n1 | -1.8 | 2.6 | 3.5 | -0.2 | 19.1 | -5.7 | 6.2 | 21.5 | 40.0 | -1.3 | -0.1
Cc1ccc(C(C(=O)NC2CCCC2)N(C(=O)Cc2cccs2)c2cccc(C)c2C)o1 (stereo not given) | 8.9 | -2.7 | 2.6 | 13.5 | 30.7 | -8.4 | 1.9 | -26.1 | 19.1 | 4.4 | -1.9
COCCNc1nc2cc(-c3ccsc3)sc2c(=O)n1C | · | 1.8 | 2.7 | 2.7 | -36.0 | -5.8 | · | -60.4 | -11.7 | -4.1 | -0.1
CCOc1ccc(CCNC(=O)CS(=O)(=O)Cc2nc(-c3ccccc3F)oc2C)cc1 | 15.9 | -2.2 | -4.8 | 8.1 | 9.2 | -3.9 | 1.0 | 2.6 | 16.7 | 8.0 | -0.5
CCN(CC)C(=O)CSc1nc2c(sc(=S)n2CC)c(=O)n1-c1ccccc1 | 1.3 | 2.5 | -0.3 | -0.6 | 8.6 | -3.5 | 1.6 | 16.4 | 9.4 | -4.9 | 2.2
Cc1cc(C)cc(N(C(=O)c2csnn2)C(C(=O)NC2CCCCC2)c2ccccn2)c1 (stereo not given) | 8.7 | -12.3 | 0.9 | -13.5 | 26.7 | -4.2 | -0.5 | -1.2 | 11.0 | -1.3 | -0.7
CCC(=O)c1c(CC)c2n3c1CC[C@H]3CCC2 | 3.5 | 4.4 | 9.4 | -15.3 | -19.8 | -11.8 | 2.8 | -1.5 | -15.3 | -2.1 | 3.0
O=C(CNS(=O)(=O)c1ccc(Cl)cc1)OCC(=O)N1CCCc2ccccc21 | 2.5 | 0.1 | -4.1 | -4.5 | -1.0 | -4.7 | 0.3 | 18.6 | -7.8 | 2.7 | -0.1
Cc1csc(=O)n1CCC(=O)OCC(=O)NNC(=O)c1ccc(Cl)cc1 | -10.5 | 1.6 | 1.6 | 14.7 | 1.3 | -6.0 | · | -9.6 | -10.8 | -0.7 | 0.2
COc1cc(N2CCOCC2)ccc1C=C(C#N)C#N | 5.9 | 2.9 | -5.6 | -8.6 | 11.4 | 5.6 | 3.0 | 7.4 | 1.1 | -1.7 | 5.1
Cc1ccc(SCCC(=O)OC(C(=O)NC(N)=O)C(C)C)cc1 (stereo not given) | -4.7 | -3.8 | -4.5 | 8.0 | 12.4 | -7.1 | 2.5 | 12.7 | -2.5 | -0.4 | 0.6
CCC(CC)c1nnc(NC(=O)CN2C(=O)NC3(CCCC3)C2=O)s1 | 15.0 | 2.7 | 4.5 | 1.1 | 22.4 | -6.3 | 2.3 | 1.6 | 2.1 | 7.2 | -0.4
Cc1nc(CNS(=O)(=O)c2ccc3ccccc3c2)cs1 | 0.7 | -1.6 | -15.2 | -0.7 | 24.0 | -6.1 | 1.9 | 7.1 | 2.5 | · | 0.5
COc1ccc(-c2noc(N3CCC(C(=O)Nc4ccccc4F)CC3)n2)cc1 | · | -2.6 | -0.3 | 9.2 | -19.5 | -2.8 | 0.8 | -17.6 | 14.0 | · | -2.6
CCOc1ccc2nc(SCC3CC3(Cl)Cl)[nH]c2c1 (stereo not given) | · | 4.3 | -9.0 | -118.9 | -285.9 | -3.5 | -2.1 | -281.2 | -67.5 | -0.5 | 0.1
O=C(Cn1cc(C(=O)C(F)(F)F)c2ccccc21)N1CCOCC1 | 6.7 | 2.1 | 3.5 | -3.6 | 7.4 | -2.8 | -2.2 | 14.6 | -4.2 | 7.8 | 0.6
O=C(Nc1ccccc1F)c1ccc(Cn2cc(Cl)cn2)cc1 | -58.7 | -4.5 | 1.5 | -2.0 | -94.2 | -3.0 | 1.9 | -144.0 | -20.8 | 0.4 | -2.9
CC1Cc2ccccc2N1C(=O)CN1C(=O)NC(C)(c2ccc3c(c2)OCCO3)C1=O (stereo not given) | 8.0 | -2.5 | -0.3 | -13.0 | 3.1 | -3.2 | -3.1 | 13.8 | 14.5 | -2.5 | -0.5
CSc1nnc(SCc2nc3sc(C(=O)O)c(C)c3c(=O)[nH]2)s1 | -13.5 | 1.7 | -1.9 | 8.4 | 6.5 | -3.2 | 3.2 | 18.5 | -7.4 | 3.7 | -0.6
